# Assay outcomes from PubChem.
# NCI-60 one-dose screen, 48 h, at 10 µM unless noted. Numbers give growth in % (100 = growth as untreated, 0 = no growth, -100 = all killed).
# UACC-62: UACC-62 melanoma. actives 5.4% (n = 81,000)
# HOP-92: HOP-92 NSCLC cells; actives 6.3% (n = 71,000); AID 1794738
# A549/ATCC: A549/ATCC NSCLC. actives 3.7% (n = 81,000)
# EKVX: EKVX NSCLC. actives 3% (n = 71,000)
# HOP-62: HOP-62 NSCLC | AID 1794735 | actives 3.9% (n = 80,000)
# M14: M14 melanoma; actives 6.2% (n = 80,000)
# MALME-3M: MALME-3M melanoma; AID 1794766; actives 5.8% (n = 78,000)
# UACC-257: UACC-257 melanoma; actives 4.4% (n = 78,000); AID 1794764
# * hit, by the source's call; nt = no result given; & = joins results of further samples. The calls were made as follows: active = growth percent below 10; inactive = the rest. Rows are unselected; any-hit rate near 10%.
# Every second line gives: UACC-62	HOP-92	A549/ATCC	EKVX	HOP-62	M14	MALME-3M	UACC-257
CC(C)CC(NC(=O)C(CCC(=O)O)NC(=O)C(CC(=O)O)NC(=O)C(CCCCN)NC(=O)C(C)NC(=O)C(NC(=O)C(CCC(=O)O)NC(=O)C(CC(=O)O)NC(=O)CNC(=O)C(CCCN=C(N)N)NC(=O)C(N)CCCN=C(N)N)C(C)O)C(N)=O (stereo not drawn)
    112	132	84	103	90	106	111	nt
C#CCNC(=S)N/N=C(\C)c1ccccn1
    -6.0*	52	24	22	27	-22*	12	16
COc1ccc(-c2ccccc2)cc1
    100	105	101	105	100	99	91	99
C=CCSc1nnc(NC(=O)CCl)s1
    89	112	95	100	109	83	74	79
O=c1[nH]cc(F)c(=S)[nH]1
    107	116	81	99	99	97	88	82
CC1=C/C(=C(\c2ccc(N(C)C)cc2)c2ccc([N+](C)(C)C)cc2)C=CC1=[N+](C)C
    98	56	29	55	37	77	120	100
CCOC(=O)c1c(C(=O)OC)c(C(=O)OC)c2ccc3c4ccccc4ccc3n12
    83	118	103	104	105	101	95	106
Cc1ccccc1-c1cc(Cc2ccccc2O)c(=O)[nH]n1
    95	nt	107	67	108	120	151	122
O=C(CNC(=O)c1cccc2ccccc12)Nc1ccccc1Oc1ccccc1
    21	-1.2*	9.5*	26	25	17	72	nt
CCN(CC)C(=O)Nc1ccc([N+](=O)[O-])cc1
    101	97	98	nt	93	103	105	104
Cc1cc(C)c(OC(=O)CSc2nc3ccccc3c(=O)n2CCc2ccccc2)cc1C
    77	nt	92	64	104	102	nt	103
CC(C)C1(c2ccsc2)NC(=O)NC1=O (stereo not drawn)
    95	103	88	129	101	111	98	98
COc1ccc(C2Nc3nc(SC)nc(N)c3N=C3c4ccccc4CCC32)cc1 (stereo not drawn)
    85	51	102	58	102	93	108	122
COc1ccc(C2=Nn3c(nnc3-n3nc(C)cc3C)SC2)cc1
    40	11	10	nt	30	10	50	65
COc1cc2oc(-c3cccc(NC(=O)c4ccc(C(F)(F)F)cc4)c3)cc(=O)c2c(OC)c1OC
    87	97	79	107	71	75	70	87

# Among those listed so far, two have fluorine.
# Every second line gives: UACC-62	HOP-92	A549/ATCC	EKVX	HOP-62	M14	MALME-3M	UACC-257
O=c1[nH]cc(F)c(=S)[nH]1
    107	116	81	99	99	97	88	82
COc1cc2oc(-c3cccc(NC(=O)c4ccc(C(F)(F)F)cc4)c3)cc(=O)c2c(OC)c1OC
    87	97	79	107	71	75	70	87

# Following part
# Every second line gives: UACC-62	HOP-92	A549/ATCC	EKVX	HOP-62	M14	MALME-3M	UACC-257
CCCCCCCCCCCCCCCCCCNC(=S)N/N=C/c1ccccc1C(=O)O
    89	98	98	nt	97	111	88	91
CCCCc1nc(Cl)c(C2CC(c3ccc(Cl)cc3)=NN2C=O)[nH]1 (stereo not drawn)
    82	93	88	97	103	101	92	97
CC(C)(C)OC(=O)NC(C(=O)O)C1=CCC=CC1 (stereo not drawn)
    92	74	85	107	101	109	111	78
CC12CCC3C4(C)COC(c5ccccc5Cl)OC4CCC3(C)C1CC(C1=CCOC1=O)O2 (stereo not drawn)
    46	86	64	64	78	66	91	49
[2H]C([2H])([2H])Oc1ccc(Cl)cc1/C=C/C(=O)/C=C(/C=C/c1cc(Cl)ccc1OC([2H])([2H])[2H])OB(F)F
    95	102	95	107	102	93	100	97
NC(=O)NS(=O)(=O)c1ccc(N)cc1
    97	nt	91	96	105	102	106	89
CC1N(C(=O)NCCCCCCNC(=O)N2C(C)C2(C)C)C1(C)C (stereo not drawn)
    107	89	102	nt	102	96	93	90
CNC(=O)c1cc(N2CCc3cc(NC(=O)c4cccc(C(F)(F)F)c4)ccc32)ccn1
    99	112	93	111	106	96	97	107
Cc1cc(=O)n2nnc3cc(C#N)ccc3n12
    108	103	105	105	112	110	nt	111
CC(=O)OC1CC2C=CC1C2 (stereo not drawn)
    97	79	103	97	87	96	105	93
CCOC(=O)NNc1[nH]c(-c2ccc(OC)cc2)cc1C#N
    76	76	100	102	nt	nt	nt	93
CC(=O)NS(=O)(=O)OC[C@H]1O[C@@H](n2cnc3c(N)ncnc32)[C@H](O)[C@@H]1O
    104	97	88	106	82	94	94	98
O=C1CC=Nc2ccc([N+](=O)[O-])cc21
    99	75	102	nt	90	110	107	99
O=c1[nH]c(-c2ccccc2)nc(CN2CCCCC2)c1O
    99	93	111	112	112	108	128	113
COc1ccc(-n2c(SCC(=O)Nc3ccc(-c4nc5ccccc5[nH]4)cc3)nc3ccccc3c2=O)cc1
    -18*	-33*	-24*	53	89	-27*	-57*	45
S=C(c1ccco1)N1CCOCC1
    95	89	98	98	nt	93	109	103
CCOC(=O)C(=O)/C(=C\c1ccc(Cl)cc1)C(=O)N1C(=S)NC(=O)C1CC(C)C (stereo not drawn)
    92	87	104	91	96	nt	100	105
O=C1NC(=O)/C(=C\c2cccc([N+](=O)[O-])c2)N1
    99	84	99	63	109	109	120	110
CC(=O)c1c2c(n3ccccc13)C(=O)c1ccccc1C2=O
    93	93	78	100	98	89	101	86
O=C(O)c1cscc1-c1cccc2ccccc12
    105	87	104	nt	105	107	102	112
COc1ccc(CNc2ccc3nc(CCC4CCCCC4)[nH]c3c2)cc1
    70	38	80	79	76	76	59	75
O=C1C(=O)c2ccccc2C(O)=C1C(C1=C(O)c2ccccc2C(=O)C1=O)c1ccccc1O
    88	70	108	nt	97	95	94	87
Cc1cc(/C=C2\SC(=S)NC2=O)cc(C)c1O
    63	48	79	45	86	78	nt	81
CC(=O)Nc1ccc(OCCOc2ccc([N+](=O)[O-])cc2)cc1
    109	96	104	103	107	109	99	110
CC1=CC(O)(C2(O)C=C(C)CC(C)(C)C2)CC(C)(C)C1 (stereo not drawn)
    100	nt	105	121	98	100	94	110
CC1CN(CC(=O)Nc2cccc(Cl)c2)CC(C)O1 (stereo not drawn)
    98	75	90	103	96	90	124	101
COc1cccc(/C=C2\Oc3cc(OCCCN4CCCC4)ccc3C2=O)c1OC
    99	91	97	93	98	91	94	99
N#Cc1cccc(N)c1
    100&104	105&100	106&92	105&114	109&112	105&127	103&143	113&86
NC(=O)c1ccc2nc3c(n2c1)C(=O)C(=O)c1ccccc1-3
    -94*	-81*	-43*	-76*	-88*	-88*	-97*	-98*
CC(C)(COC(=O)C(c1ccccc1)c1ccccc1)CN1CCOCC1
    70	70	80	109	95	96	nt	94

# In another format: results already given
structure,UACC-62,HOP-92,A549/ATCC,EKVX,HOP-62,M14,MALME-3M,UACC-257
Cc1cc(/C=C2\SC(=S)NC2=O)cc(C)c1O,63,48,79,45,86,78,nt,81
CCOC(=O)C(=O)/C(=C\c1ccc(Cl)cc1)C(=O)N1C(=S)NC(=O)C1CC(C)C (stereo not drawn),92,87,104,91,96,nt,100,105

# (further entries)
# Every second line gives: UACC-62	HOP-92	A549/ATCC	EKVX	HOP-62	M14	MALME-3M	UACC-257
Nc1ccc(NC(=O)c2ccc(-n3c(=O)[nH]c4ccccc4c3=O)cc2)cc1
    102	98	102	94	93	97	95	101
C(/C=C/c1ccccc1)=C1c2ccccc2-c2ccccc21
    80	nt	87	87	105	91	105	107
O=C(OCc1ccccc1)C(O)c1ccccc1 (stereo not drawn)
    100	103	102	100	nt	105	114	104
CC(=O)Oc1ccc(CC(C(=O)O)c2ccccc2)cc1 (stereo not drawn)
    109	108	91	nt	105	116	104	87
Cc1nn(-c2ccccc2)c2nc3c(nc12)C(=O)C(=O)c1ccccc1-3
    85	nt	98	74	nt	90	33	100
COc1ccc(C(O)c2cc3c(N)c(C(=O)Nc4cccc(OC)c4)sc3nc2C)cc1 (stereo not drawn)
    24	37	9.4*	34	26	12	52	50
O=C(O)c1ccc(-n2cc(/C=N/Nc3cc(F)ccc3F)c(-c3ccc(F)cc3F)n2)cc1
    74	82	78	79	92	77	83	116
CCC(=O)OC1CCCCC1C(C)CC (stereo not drawn)
    104	107	98	97	98	95	102	103
Nc1cc(C(=O)c2ccccc2C(=O)O)ccc1Cl
    108	100	103	125	116	101	120	111
c1ccc(Nc2nc3c(s2)CCCc2cc[nH]c2-3)nc1
    54	47	57	66	80	91	109	94
Cc1cc(C)c2c(n1)sc1c(Nc3csc4ncccc34)ncnc12
    85	129	106	nt	89	90	86	100
COc1cc(Cl)cc(-c2nn(-c3cccc(NC(=O)c4ccc(Cl)c(Cl)c4)c3)cc2-c2ccncc2)c1
    75	nt	60	nt	105	69	96	84
C=COC(=O)CCCCCCC/C=C\CCCCCCCC
    109	nt	108	110	116	108	103	109
CC(C)CS(=O)(=O)c1ncnc2nc[nH]c12
    110	72	103	104	91	108	117	100
N#Cc1c(-c2ccccc2Br)n2c(nc1=O)SC(=O)C2
    98	86	nt	89	109	106	103	106

# Complete entries from above.
# `COc1cc2oc(-c3cccc(NC(=O)c4ccc(C(F)(F)F)cc4)c3)cc(=O)c2c(OC)c1OC` is listed with UACC-62: 87; HOP-92: 97; A549/ATCC: 79; EKVX: 107; HOP-62: 71; M14: 75; MALME-3M: 70; UACC-257: 87
# `CC(=O)OC1CC2C=CC1C2` (stereo not drawn) is listed with UACC-62: 97; HOP-92: 79; A549/ATCC: 103; EKVX: 97; HOP-62: 87; M14: 96; MALME-3M: 105; UACC-257: 93

# More records.
# Every second line gives: UACC-62	HOP-92	A549/ATCC	EKVX	HOP-62	M14	MALME-3M	UACC-257
COC(=O)c1cc2c(n1Cc1ccccc1)-c1oncc1CCC2
    50	75	49	nt	73	57	49	76
Cc1c2c(cc[n+]1Cc1ccccc1)c1ccc(OCc3ccccc3)cc1n2Cc1ccccc1
    -87*	-68*	4.0*	-29*	-71*	-88*	-74*	-0.7*
O=C(Nc1nc(-c2ccccc2)cs1)c1cc(-c2ccc(Cl)cc2)nc2ccccc12
    54	64	46	63	48	82	106	66
O=C(Oc1c(Cl)cc(Cl)cc1[N+](=O)[O-])c1ccc(Cl)cc1
    101	111	99	103	88	94	112	96
CCOc1ccc2nc(NC(=O)CC(C)=O)sc2c1
    96	nt	99	94	96	100	100	106
COc1ccccc1/C=N/NC(=O)CSc1nc2ccccc2c(=O)n1Cc1ccc(S(N)(=O)=O)cc1
    89	107	98	92	91	100	106	102
COc1ccc(-c2ccc(-c3ccc(C(=N)N)cn3)o2)cc1Cl
    86	36	21	70	68	32	5.7*	77
Cc1cc(N2CCC(C)CC2)nc(N2CCN(CC(=O)Nc3ccc4c(ccn4C)c3)CC2)n1
    87	81	88	88	76	105	95	113
Nc1ncnc2c1C(c1ccccc1Cl)c1ccc3ccccc3c1O2 (stereo not drawn)
    89	80	102	90	82	111	105	109
CCOC(=O)c1c(CSc2ccccc2)n(C)c2cc(CN(C)C)c(O)c(CN(C)C)c12
    48	33	50	37	72	48	-15*	54
NC(=O)c1cc(I)ccc1NC(=O)/C=C/c1ccccc1
    65	0.5*	34	36	-36*	19	43	70
CCOC(=O)CSc1ncnc2c1c(-c1ccccc1)c(-c1ccccc1)n2-c1ccc(C)cc1
    57	49	72	44	65	76	62	52
OCCN1CCN(c2ncnc3[nH]ccc23)CC1
    107	nt	97	99	99	101	91	115
Cc1nc(NCc2ccco2)c2c3c(sc2n1)CCC3
    111	52	98	96	88	99	114	98
N#Cc1cccc(-c2ccc3c(c2)NC(=O)/C3=C\c2ccc[nH]2)c1
    43	57	86	25	63	56	52	68
O=C1c2ccccc2C(=O)c2c(N/N=C3\SC(=Nc4ccccc4)N(c4ccccc4)C3=S)cccc21
    124	147	117	107	113	113	125	88
Fc1ccc(Nc2nc(Nc3ccc(-c4nc5ccccc5[nH]4)cc3)nc(N3CCCC3)n2)cc1
    nt	64	61	72	79	-58*	86	nt
Nc1ccc(CCCl)cc1
    98	124	93	118	101	101	120	90
NC(=O)Cc1cccc2ccccc12
    93	100	120	105	78	93	108	nt
NS(=O)(=O)c1ccc(N2CC(c3nc4ccccc4o3)CC2=O)cc1 (stereo not drawn)
    93	78	95	nt	82	99	93	111
CS(=O)(=O)Nc1cc(-c2ccc3ncnc(Nc4ccc(OCc5ccccn5)c(Cl)c4)c3c2)cnc1Cl
    4.8*	-6.0*	12	3.3*	15	30	-36*	14
COc1ccc(-c2nc(SCc3nc4ccccc4[nH]3)nc(N(CCO)CCO)c2C#N)cc1
    91	85	94	98	96	107	101	95
NC(N)=NNS(=O)(=O)c1ccc(Nc2ncnc3ccc(NC(=O)c4ccccc4)cc23)cc1
    101	124	98	104	108	109	109	112
CCCN(CCC)C(=O)C(c1ccccc1)C1(O)CCCC1 (stereo not drawn)
    99	104	94	106	103	106	105	96
O=C1Cn2c(nc3ccccc32)N1
    101	nt	106	nt	97	97	95	118
Cc1ccccc1-n1cc(COC(=O)/C=C/c2cn(-c3ccccc3)nc2-c2ccc(Cl)cc2)nn1
    85	99	88	74	94	91	105	104
COc1ccc(OC)c(-c2cc(-c3ccc(Cl)cc3)c3c(N)c(C(=O)c4ccc(Cl)cc4)sc3n2)c1
    92	91	97	94	81	102	90	98
C=CCc1c(N(C)c2ccc(C)cc2)ncnc1-n1cnc2ccccc21
    83	58	85	98	94	102	113	96
COc1cc(/C=N/NC(=O)c2ccc(OCc3nc4ccc(C)cc4[nH]3)cc2)cc(OC)c1OC
    30	97	28	72	63	33	4.8*	11
O=C(Cn1c2c(c3ccccc31)CCCC2)Nc1ccc(-c2nc3ccccc3s2)cc1
    90	90	105	108	102	108	105	106
CCOC(=O)c1[nH]c(=O)c2c(=O)[nH]c(-c3ccccc3)cc2c1O
    102	92	101	99	107	91	93	107
Cc1ncc(C(=O)Nc2ccc(CN3CCN(C)CC3)c(C(F)(F)F)c2)cc1C#Cc1cnc(N)cc1C#N
    -84*	17	-89*	57	42	-75*	-94*	-89*
CCOC(=O)C1=C(C)NC(=O)NC1CCc1ccccc1 (stereo not drawn)
    93	114	95	87	95	103	99	98
CCOC(=O)C/C(C)=N\O
    107	nt	96	nt	90	101	99	nt
